# High-throughput results deposited in PubChem by several laboratories.
# C8 TRAIL sens: viability loss with TRAIL in NB7+C8 cells, primary screen, TRAIL sensitizer project, cell-based, ATPlite luminescence; 360,000 compounds, 1% hits; inhibition (viability loss, TRAIL sensitization), % at 10 µM; AID 624354, 2012;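 active means compounds causing at least 50% loss of cell viability in the single-dose screen, relative to plate controls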
# TROY NFkB inh: inhibitors of TROY-driven NF-kB signaling, primary screen, Q293 LMP1-TROYcd cells, NF-kB luciferase, uHTS; Q293 LMP1-TROYcd NF-kB luciferase reporter, 4 h; inhibition, % at 10 µM; 360,000 compounds, 0.98% hits; AID 1347056, 2019;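 active means compounds whose plate-normalised and pattern-corrected inhibition of the luciferase reporter signal at the single screening dose is 50% or more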
# CF NFkB block: inhibitors of PAF-induced NF-kB signaling, primary screen, cell-based, GFP fluorescence, uHTS | KKLEB NF-kB-GFP reporter, GFP fluorescence overnight | inhibition, % at 5 µM | 360,000 compounds, 0.86% hits | AID 588850, 2011;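 active means at least 50% inhibition at 5 µM, scaled per plate between neutral and stimulator controls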;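 further: PAF is a Pseudomonas aeruginosa culture filtrate used as stimulus; plate controls were PAF-stimulated DMSO wells for no effect and unstimulated DMSO wells for full effect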
# Shn3 3UTR inh: reduction of Shn3 3'UTR firefly luciferase signal, primary screen, Schnurri-3 inhibitor project, cell-based, Clone20 osteoblasts, set 2; Clone20 osteoblast Shn3 3'UTR firefly luciferase, 24 h; AID 588674, 2011; 360,000 compounds, 0.52% hits; inhibition, % at 12.5 µM;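 active means mean inhibition of at least 75% with every replicate also reaching 75%; inconclusive means mean inhibition at least 75% but some replicate below; inactive means mean inhibition below 75%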;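 further: 0% = median of neutral control wells and 100% = pilot-screen positive control compound; some compounds past the cut are filed as inactive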
# HIF-2a block: HIF-2a reporter inhibitors, primary screen, luminescence, 786-0 RCC cells; AID 624352, 2012; 360,000 compounds, 0.72% hits; inhibition, % at 18.8 µM; 786-0 RCC cells HIF-2a reporter, luciferase luminescence, overnight;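 active means inhibition of the luminescence signal of 40% or more relative to plate controls, in a single-dose primary screen at 18.75 µM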
# KKLEB cytotox: cytotoxicity in KKLEB CF airway cells, primary screen, cytotoxicity control for CF NF-kB inhibitor project, cell-based, uHTS, fluorescence assay plates | AID 602141, 2011 | activity change (cytotoxicity), % at 5 µM | 360,000 compounds, 0.36% hits | KKLEB CF airway cells viability, ATPlite luminescence, overnight; active compounds read low; cells stimulated with P. aeruginosa culture filtrate;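 active means corrected activity change at or below -50% at 5 µM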
# NR2E3 ag-1: NR2E3 agonists in two-hybrid cells, primary screen, cell-based, luminescence, CHO-S, Gal4-NCOR/VP16-NR2E3 | inhibition of corepressor binding, % at 3.98 µM | Photoreceptor-specific nuclear receptor (Homo sapiens), Q9Y5X4 | luciferase | 360,000 compounds, 0.35% hits | AID 602229, 2012;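 active means inhibition above the mean of all tested compounds plus 3 SD, cut at about 70% in these data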;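 further: 0% = DMSO with NR2E3 transfected cells and 100% = cells lacking NR2E3 construct; higher means lower luciferase signal from less NR2E3 corepressor binding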
# Target sequence (Q9Y5X4 whole entry, looked up, the tested form may be a part): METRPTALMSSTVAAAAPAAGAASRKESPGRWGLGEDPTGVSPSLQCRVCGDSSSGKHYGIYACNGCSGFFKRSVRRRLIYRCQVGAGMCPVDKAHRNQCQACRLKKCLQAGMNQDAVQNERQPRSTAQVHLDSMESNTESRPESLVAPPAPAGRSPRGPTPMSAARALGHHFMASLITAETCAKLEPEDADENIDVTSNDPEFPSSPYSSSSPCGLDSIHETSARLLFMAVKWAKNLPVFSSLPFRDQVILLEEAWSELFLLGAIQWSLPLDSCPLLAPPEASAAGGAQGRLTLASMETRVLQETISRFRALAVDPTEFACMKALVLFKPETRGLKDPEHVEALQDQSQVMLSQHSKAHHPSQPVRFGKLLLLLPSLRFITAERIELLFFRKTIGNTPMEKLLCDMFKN
# TRPM1 prom inh: inhibitors of MITF-dependent TRPM1 promoter reporter, primary screen, cell-based, SK-MEL-5, single point, luciferase; SK-MEL-5 TRPM1 promoter luciferase, 24 h; inhibition, % at 12.5 µM; 330,000 compounds, 0.83% hits; AID 488899, 2010;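 active means mean inhibition across replicates of 60% or more, whatever share of single replicates reaches that level; inconclusive means some that reach 60%, reason not given; inactive means mean inhibition across replicates below 60%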; further: values of inactives mirror those of a sister screen read the other way
# TWEAK Fn14 block: inhibitors of TWEAK-Fn14 signaling, primary screen, luciferase reporter cells, uHTS. TWEAK-stimulated Fn14 reporter cells, luciferase luminescence, 8 h. inhibition, % at 10 µM. 360,000 compounds, 2% hits. AID 1159606, 2016; in the data active means inhibition above about 50%
# NR2E3 ag-2: inhibitors of NR2E3-RetCOR corepressor binding, primary screen, NR2E3 agonist project, biochemical, TR-FRET, GST-NR2E3, biotin-RetCOR | AID 2300, 2010 | Photoreceptor-specific nuclear receptor (Homo sapiens), Q9Y5X4 | 1536-well | inhibition of corepressor binding, % at 4.78 µM | 320,000 compounds, 0.12% hits;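 active means percent inhibition above the cutoff of mean plus 3 SD of all tested compounds, set per screening campaign, cut at about 20% in these data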;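 further: 0% = DMSO wells and 100% = biotin wells as full block of FRET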
#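 Material: NR2E3–RetCOR corepressor complex / Incubation: Compound–protein incubation for 5 h at 4 °C / Dosing: compound at 4.8 µM, single dose / Detection: time-resolved FRET / Benchmarks: high control biotin, low control 0.6% DMSO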
# Peg3 prom inh: Peg3 promoter-driven luciferase inhibitors, primary screen, cell-based, HeLa, luciferase luminescence | HeLa PEG-Prom luciferase reporter, overnight | inhibition, % at 20 µM | 360,000 compounds, 1.7% hits | AID 588405, 2011;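 active means inhibition of at least 50% at 20 µM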
# * = called active by the depositor; ? = inconclusive; / = no result given. Only part of the results is shown. The share of hits here may be higher or lower than overall.
SMILES,C8 TRAIL sens,TROY NFkB inh,CF NFkB block,Shn3 3UTR inh,HIF-2a block,KKLEB cytotox,NR2E3 ag-1,TRPM1 prom inh,TWEAK Fn14 block,NR2E3 ag-2,Peg3 prom inh
CCc1nnc(NC(=O)C2CSC3(C)CCC(=O)N23)s1 (stereo unspecified),-7,-17,-1,-5,18,19,9,4,-19,-2,3
O=C(NNC(=O)c1oc2ccccc2c1-n1cccc1)c1ccco1,-4,9,-4,-8,13,-3,15,-13,9,0,-3
CN(CC(=O)Nc1ccc(F)c(F)c1F)C(=O)C1CCN(C(=O)Nc2ccccc2)CC1,4,7,-5,12,-12,5,0,8,-1,-7,-3
COc1ccc(NC(=O)c2cccc(S(=O)(=O)N(C)c3ccccc3)c2)cn1,0,11,13,16,12,2,4,5,19,0,9
COc1ccc(C2C(C(C)=O)=C(O)C(=O)N2c2cccnc2)c(OC)c1 (stereo unspecified),3,-8,-2,-11,18,9,8,-3,5,-1,-4
O=C(O)c1ccc(CNC(=O)C2CCCN2C(=O)OCc2ccccc2)cc1 (stereo unspecified),-6,-20,12,0,1,13,-25,-3,-13,/,-11
c1cc(C2OCCO2)cs1,-14,3,-10,2,15,-8,5,/,-4,/,-2
C[C@@H]1CN([C@H](C)CO)C(=O)CCCn2cc(nn2)CO[C@H]1CN(C)S(=O)(=O)c1ccc(Oc2ccccc2)cc1,-14,-11,8,-9,-5,-4,-13,/,0,/,9
COc1cccc(COC(=O)CSCC(=O)Nc2cccc(C)c2)c1OC,-3,-8,10,-8,7,-12,-34,-1,-1,-3,5
O=C(Nc1ccncc1)c1cc2ccccc2o1,20,-39,0,-21,-184,-4,-47,-37,-5,0,-188

# Whole records as entered above.
# CN(CC(=O)Nc1ccc(F)c(F)c1F)C(=O)C1CCN(C(=O)Nc2ccccc2)CC1 is listed as C8 TRAIL sens = 4; TROY NFkB inh = 7; CF NFkB block = -5; Shn3 3UTR inh = 12; HIF-2a block = -12; KKLEB cytotox = 5; NR2E3 ag-1 = 0; TRPM1 prom inh = 8; TWEAK Fn14 block = -1; NR2E3 ag-2 = -7; Peg3 prom inh = -3
# c1cc(C2OCCO2)cs1 is listed as C8 TRAIL sens = -14; TROY NFkB inh = 3; CF NFkB block = -10; Shn3 3UTR inh = 2; HIF-2a block = 15; KKLEB cytotox = -8; NR2E3 ag-1 = 5; TRPM1 prom inh = /; TWEAK Fn14 block = -4; NR2E3 ag-2 = /; Peg3 prom inh = -2

# (further entries)
SMILES,C8 TRAIL sens,TROY NFkB inh,CF NFkB block,Shn3 3UTR inh,HIF-2a block,KKLEB cytotox,NR2E3 ag-1,TRPM1 prom inh,TWEAK Fn14 block,NR2E3 ag-2,Peg3 prom inh
Cc1ccc(S(=O)(=O)C2CCCCC2=O)cc1 (stereo unspecified),2,12,5,1,5,3,-23,3,5,5,-11
O=C(c1cc2nc(-c3cccs3)cc(C(F)(F)F)n2n1)N1CCCc2ccccc21,5,14,4,-47,-44,-1,-12,-24,49,1,-33
O=C(N/N=C/c1cccnc1)c1ccccc1Cl,33,-58,-14,-39,-119,-4,-57,-17,-17,-1,-103
CC(C)(CNC(=O)CCC1CCCC1)CNC(=O)CCC1CCCC1,12,-3,-28,6,2,14,3,2,-5,2,-3
O=C(c1ccccc1Br)N1CCC(c2nc3ccccc3s2)CC1,-2,8,3,21,11,2,-2,2,-6,0,15
O=C(c1ccccc1)N1CCC(c2nc(-c3ccc(S(=O)(=O)N4CCOCC4)cc3)no2)CC1,-15,/,1,33,4,2,15,7,62*,-2,26
O=C(Cc1ccccc1[N+](=O)[O-])N1CCN(S(=O)(=O)c2ccccc2)CC1,9,7,-21,-27,11,22,16,22,-1,0,8
CSc1nc2ccc(S(=O)(=O)N3CCc4ccccc43)cc2s1,19,18,28,76,-10,-25,-10,15,26,2,52*
O=C(O)c1cccc(-n2nc(-c3ccc(Cl)c([N+](=O)[O-])c3)c3ccccc3c2=O)c1,0,-14,-12,3,24,2,-16,11,-2,2,16
CCC(C)NC(=O)[C@@H]1CSC2c3ccccc3C(=O)N21 (stereo partly specified),-8,4,8,12,10,-10,-33,9,8,2,3
O=C(NCCN1CCCCC1)Nc1ccc(Br)cc1,-8,-31,1,0,-22,5,-9,-7,-12,-2,-17
O=C(O)c1cccnc1NC1CCCC1,1,-1,5,9,1,7,12,-2,13,-3,14
O=C(NC1CCCCCCC1)c1cccc(S(=O)(=O)N2CCOCC2)c1,-9,-30,-6,-2,-34,1,28,-16,8,/,-14
Cc1c(-c2ccc(Cl)cc2)oc(=O)c2c(N)n(-c3ccccc3)nc12,0,-33,21,7,-64,-26,-21,-31,-20,-48,-68
O=C1NCCCC1C(=O)N1CCN(C(c2ccccc2)c2ccccc2)CC1 (stereo unspecified),-12,19,12,-8,-2,-4,-3,-5,10,-3,7
CCN1/C(=C/c2ccc3cc(C)ccc3[n+]2CC)Sc2cc(C)ccc21,32,30,-434,?,63*,-11,90*,85*,32,/,97*
c1ccc(CCNc2nc3ccccc3n3nnnc23)cc1,-4,10,-9,-22,-68,12,2,-14,-28,0,-101
CCCn1c(CCC(=O)O)ccc1-c1ccc(F)cc1,13,-11,8,-11,4,-10,-18,-11,3,0,28
Cc1cc(Cl)ccc1C(=O)C1CCCN(C(=O)/C=C/c2cnn(C)c2)C1 (stereo unspecified),5,-4,-11,-1,2,-3,-11,-1,9,-3,3
O=C(Nc1ccc(Cl)cn1)Nc1ccccc1Cl,-7,-38,4,-42,-79,3,-20,9,-21,2,-78
COc1ccc(C2Nc3cccc4cccc(c34)N2)cc1,0,-15,-10,-1,10,16,-23,-2,3,5,2
CCc1nn(CC(=O)NCCC2=CCCCC2)c(=O)c2cc3cc(F)ccc3n12,24,-6,26,5,12,-11,-12,12,-10,-2,25
O=S(=O)(c1ccc(SCc2ccc(Br)cc2)nc1)N1CCOCC1,15,0,-5,35,8,-2,-6,/,14,0,-1
Cc1nc2ccc(Br)cn2c(=O)c1Cl,31,3,-20,6,8,7,-3,-8,1,-2,4
O=C(O)COc1ccc(/C=N/Nc2nc(Nc3ccccc3)nc(N3CCCCC3)n2)cc1,23,-7,-14,17,-4,2,13,0,-7,1,-2
CCOc1cccc2c1OC1(C)CC2NC(=O)N1c1cccc(C(=O)N2CCN(c3ccccn3)CC2)c1 (stereo unspecified),-6,0,24,-4,14,1,11,-5,-2,-2,2
COC(=O)c1ccccc1NC(=O)c1ccccc1OC,-11,3,14,-1,-18,-2,-36,-13,-3,2,-26
COc1ccc(C2CC(=O)Oc3c(C(CCN4CCOCC4)c4cc(OC)c(OC)c(OC)c4)c(OC)cc(OC)c32)cc1 (stereo unspecified),4,10,-8,-6,11,-7,17,4,8,3,-14
CCn1nc(C(=O)Nc2ccc3nc(C)sc3c2)c2ccccc2c1=O,9,-19,-7,2,-64,-4,-7,-5,-20,1,-37
CCOC(=O)Cn1c(C)c(C#N)c2ccccc21,1,-1,-2,5,13,10,-18,0,7,3,8
CCN1CCN(c2ncc3c(n2)CC(c2cc(OC)c(OC)c(OC)c2)CC3=O)CC1 (stereo unspecified),-3,9,12,21,23,-21,-80,34,13,1,12
CCOC(=O)C1(C)CCCN(C(=O)c2cccnc2)C1 (stereo unspecified),2,1,-9,-7,10,-6,-18,/,8,/,11
CCCn1cnc2cc(NCc3ccc(Br)cc3)ccc21,9,38,4,-82,-292,0,-136,-63,19,1,-234
COc1ccc(CNC(=O)CSc2nnc3c(n2)[nH]c2ccc(OC)cc23)cc1,-7,-27,-2,14,15,-1,6,4,-24,5,5
Cc1ccc(NC(=S)/N=C(\N)Nc2nc(C)c3cc(C)c(C)cc3n2)cc1C,3,-16,-28,36,-50,21,-13,-4,14,-1,9
Cc1ccc(-c2nnc(SCC(=O)N(CC(C)C)c3c(N)n(Cc4ccccc4)c(=O)[nH]c3=O)n2N)cc1,0,-2,-5,2,15,2,6,8,-22,-1,17
Cc1c(C(=O)NCCN2C(=O)S/C(=C\c3cccnc3)C2=O)cccc1[N+](=O)[O-],-7,-15,10,4,8,-11,-10,8,-7,1,0
COc1cc(C(=O)CSc2nccn2C)cc(OC)c1OC,-8,-9,-11,8,-14,2,-12,-14,20,1,-12
CCN(CC)S(=O)(=O)c1ccc2oc(C(=O)NCc3ccc(C)cc3)c(C)c2c1,5,23,-2,47,18,-7,4,-10,11,2,26
O=C(O)CC(NC(=O)c1cccc([N+](=O)[O-])c1)c1ccc2c(c1)OCO2 (stereo unspecified),-7,-2,-19,-10,7,14,-13,-11,8,2,17
COc1ccccc1-n1c(=O)c2c3c(sc2n2c(=S)[nH]nc12)CCC3,-10,4,1,4,18,-4,12,2,-4,-2,5
O=C(Nc1ccccc1)NC1(C(=O)N2CCC(O)CC2)CCCCC1,-4,-12,6,-12,9,-1,-19,3,9,-2,9
O=C(c1cnc(Cl)c(Cl)c1)N1CCN(S(=O)(=O)c2ccc(F)cc2)CC1,-3,0,-3,-4,20,-2,-3,8,16,2,25
O=[N+]([O-])c1cc(S(=O)(=O)CCCN2CCOCC2)ccc1F,5,6,5,-2,14,-9,13,3,-1,3,26
O=c1[nH]ncc(NCc2ccc(Cl)cc2)c1Cl,-7,-4,-17,11,7,4,8,2,-23,-3,-10
OC(c1ccc2c(c1)OCO2)c1ncc(-c2cccc(C(F)(F)F)c2)[nH]1 (stereo unspecified),2,19,21,-17,6,-6,24,/,10,/,6
O=C1Cc2cc(S(=O)(=O)N3CCN(c4ccc(C(=O)O)cc4)CC3)ccc2N1,9,3,15,4,3,-13,-20,/,14,/,-8
O=C(CCc1ccccc1)NC(NC(=S)Nc1cccc(Cl)c1)C(Cl)(Cl)Cl (stereo unspecified),14,15,8,59,14,3,-9,5,-7,4,40
COc1ccc(OC)c(S(=O)(=O)N2CCC(C(=O)NCc3ccccc3OC)CC2)c1,-6,0,-5,4,9,2,4,9,-12,-2,15
O=C(NC1CCCCC1)C(c1ccc(O)cc1)N(CC1CCCO1)C(=O)C1COc2ccccc2O1 (stereo unspecified),12,1,1,5,37,-21,-27,0,0,2,23
O=C(Cc1ccc(Br)cc1)c1ccc(O)cc1O,-31,-25,15,-38,-200,-14,-79,-43,-11,2,-319
O=C1Nc2ccc([N+](=O)[O-])cc2OC1CCN1CCN(Cc2ccc3c(c2)OCO3)CC1 (stereo unspecified),-17,14,-36,3,13,9,-8,-1,-10,-1,9
